SUMO HTRF inh – SUMOylation inhibition; 290,000 compounds, 0.36% hits; inhibition, % at 35 µM; AID 2006; HTRF SUMOylation assay, SAE1/SAE2 + UBC9, in vitro; in the data active = inhibition above about 50%, passing the limit was not always enough; note: strong numbers were not always called active
Target sequence (P63279 whole entry, looked up): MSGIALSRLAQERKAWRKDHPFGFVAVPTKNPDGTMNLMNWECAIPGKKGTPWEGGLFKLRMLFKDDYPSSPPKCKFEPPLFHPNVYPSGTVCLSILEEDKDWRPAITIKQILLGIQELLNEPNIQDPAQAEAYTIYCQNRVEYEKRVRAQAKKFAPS
NS3 helicase inh – HCV NS3 helicase inhibition | NS3 helicase DNA unwinding, Cy5 molecular beacon fluorescence | 290,000 compounds, 0.56% hits | AID 1800 | inhibition, % at 10.9 µM;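 active = inhibition above the mean of all tested compounds plus 3 SD, set per campaign, cut at about 35% in these data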;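 note: 0% = DMSO wells and 100% = thioflavine S control wells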
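test system = hepatitis C virus NS3 helicase domain fragment enzyme | reagent = annealed dual-labelled DNA beacon duplex, ATP-started | times = 1 h at 25 °C | detection = Cy5 fluorescence, 0 and 60 min reads | read-out basis = percent inhibition from t60/t0 fluorescence ratio | control set = DMSO and thioflavine S | replication = one well per compound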
CRFR2-BP ag – agonists of human CRF-binding protein/CRF-R2 receptor complex; HEK293 CRF-R2/CRF-BP, calcium dye fluorescence (FLIPR); percent of saturating CRF peptide response; 350,000 compounds, 0.46% hits; activation, % at 13.2 µM;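 active = activation of at least 50%, plus an integration ratio under a set limit after plate pattern correction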;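 note: plate controls were neutral control wells without compound for no effect and CRF at EC100 for full effect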
GalR3 antagonist – antagonists of human GalR3. AID 651719. inhibition, % at 3 µM. 360,000 compounds, 0.44% hits. HEK293 GalR3-CNG cAMP membrane potential fluorescence; galR3 body fused to GalR1 C-terminus;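 active = inhibition above the screen-wide average plus 3 SD, cut at about 13% in these data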;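 note: forskolin and galanin both at EC90 stimulate the cells; cAMP rise reported by CNG channel membrane potential dye signal; 0% = forskolin plus galanin with DMSO and 100% = forskolin alone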
MEKK3 PB1 HTS – raises or lowers MEK5 binding to the human MEKK3 PB1 domain; bead-based flow cytometry, Alexa488-MEK5 binding to MEKK3; actives lie on both sides; 0 = blocked by unlabeled MEK5, 100 = vehicle; binding response (% of control), % at 10 µM; 290,000 compounds, 1.4% hits;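 active = binding response more than 3 SD above or below the average of its plate-row segment, actives on both sides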;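 note: Alexa488 bead fluorescence after subtracting the streptavidin-only scavenger bead signal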
Target sequence (Q99759 whole entry, looked up, the tested form may be a part): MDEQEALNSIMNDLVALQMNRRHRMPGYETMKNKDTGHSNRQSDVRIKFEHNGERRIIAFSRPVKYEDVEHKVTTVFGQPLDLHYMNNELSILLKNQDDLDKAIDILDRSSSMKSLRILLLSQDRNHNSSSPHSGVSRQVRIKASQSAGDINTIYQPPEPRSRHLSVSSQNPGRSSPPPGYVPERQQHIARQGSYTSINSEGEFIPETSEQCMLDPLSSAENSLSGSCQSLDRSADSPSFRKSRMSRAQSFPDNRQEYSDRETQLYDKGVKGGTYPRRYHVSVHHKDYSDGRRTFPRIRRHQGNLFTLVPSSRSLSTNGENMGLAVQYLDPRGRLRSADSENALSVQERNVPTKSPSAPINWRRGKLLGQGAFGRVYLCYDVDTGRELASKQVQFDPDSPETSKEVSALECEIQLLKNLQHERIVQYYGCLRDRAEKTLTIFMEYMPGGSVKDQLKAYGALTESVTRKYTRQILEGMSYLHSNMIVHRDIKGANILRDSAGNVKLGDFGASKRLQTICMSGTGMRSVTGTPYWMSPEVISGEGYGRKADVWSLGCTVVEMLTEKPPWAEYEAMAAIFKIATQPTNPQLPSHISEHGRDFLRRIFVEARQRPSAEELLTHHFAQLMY
CRFR2-BP antag – CRF-BP/CRF-R2 complex antagonism | HEK293 CRF-R2/CRF-BP, CRF-induced calcium fluorescence | inhibition, % at 11.8 µM | 350,000 compounds, 0.59% hits;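 active = inhibition of the ligand-induced calcium signal above about 50% at the single tested concentration, limit read from the data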
FID counter – displaces DNA intercalator in HCV helicase counter-screen; inhibition, % at 7.9 µM; DNA fluorescent intercalator displacement, fluorescence; 290,000 compounds, 0.17% hits; in the data active = inhibition above about 37%;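 note: 0% = vehicle and 100% = reference compound; higher means more ethidium bromide displaced from hairpin DNA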
MEKK2wt PB1 HTS – raises or lowers MEK5 binding to wildtype human MEKK2 PB1 domain | Q9Y2U5 | bead flow cytometry, Alexa488-MEK5 binding to MEKK2 WT; actives lie on both sides | binding response (% of control), % at 10 µM | 290,000 compounds, 1.1% hits | AID 1531; in the data active = binding response below about 67% or above about 130%
MEKK2 mut-MEK5 – signal of MEK5 binding to mutant human MEKK2 PB1 domain; percent response, % at 10 µM; 290,000 compounds, 0.35% hits; bead flow cytometry, Alexa488-MEK5 binding to MEKK2 mutant; AID 1530; in the data active = percent response above about 24%, passing the limit was not always enough; note: inactives centre near 1; some results filed as inactive read as strong as hits
Active calls of the source: *; nt = not tested or not shown.

SMILES	SUMO HTRF inh	NS3 helicase inh	CRFR2-BP ag	GalR3 antagonist	MEKK3 PB1 HTS	CRFR2-BP antag	FID counter	MEKK2wt PB1 HTS	MEKK2 mut-MEK5
CSCC[C@H](NC(=O)c1cccs1)c1nnc2ccccn12	8	1	3.8	-4	98	-15	-8	97	7
O=C(NCCc1cn2ccsc2n1)c1cccs1	2	7	-4.6	nt	95	-18	-1	96	5
COc1ccc(-c2[nH]c(-c3ccc(F)cc3)nc2SCC(=O)NC2CCCC2)cc1	4	5	4.4	nt	100	-33	-16	97	5
CCN(CC)C(=O)CSc1nnc(-c2ccccn2)n1-c1ccc(C)c(C)c1	-28	6	-0.7	1	103	8	-37	105	6
CCNS(=O)(=O)c1ccc(CCC(=O)N2CCN(C(=O)OCC)CC2)cc1	4	15	0.0	-10	101	0	-13	98	1
Cc1ccc(-c2[nH]ncc2/C=N/n2c(C)nc3ccccc3c2=O)cc1	69	-10	-0.1	-6	95	-10	-1	100	-9
CC(C)COC(=O)c1ccccc1OC(=O)c1ccncc1	-1	-10	-1.6	0	100	-4	-17	101	1
O=C(CSC(=S)N1CCCC1)Nc1cc2c(cc1Br)OCCO2	5	2	-0.5	4	97	37	-7	93	-6
CS(=O)(=O)N(CC(=O)N1CCOCC1)c1cccc([N+](=O)[O-])c1	17	1	0.5	-3	83	0	-4	101	-2
NC(Cc1c[nH]c2ccccc12)C(=O)NCc1ccco1 (centres undefined)	12	-1	3.6	-7	88	10	1	96	-3
COc1ccc2[nH]c(=O)c(C(c3nnnn3CC3CCCO3)N3CCCCC3)cc2c1 (centres undefined)	16	2	-0.1	0	98	5	-9	98	-1
O=C(NCCS(=O)(=O)N1CCN(c2ccccc2F)CC1)C1CC(=O)N(c2ccccc2)C1 (centres undefined)	4	-2	-0.3	-1	100	6	-26	100	3
OC1(c2cccc(C(F)(F)F)c2)CCN(c2ncnc3c2[nH]c2ccc(F)cc23)CC1	-28	-30	4.3	-4	nt	-14	-4	nt	nt
O=C1CSC(=S)N1Cc1cccnc1	2	9	-0.2	-3	88	16	-2	-3.0*	5
COC(=O)c1cc(NC(=O)c2cc(C(C)(C)C)nn2Cc2ccc(F)cc2)ccc1N1CCOCC1	-36	0	-3.2	-3	133*	-13	-39	130	32
O=C(NCCCCNC(=O)c1ccco1)c1ccco1	-4	4	6.4	-2	96	-35	0	97	-2
O=C(Nc1ccc(Cl)c(Cl)c1)Nc1nnc(-c2ccncc2)s1	12	15	-0.6	2	93	11	-3	64	4
NNC(=S)NCCc1ccccc1	0	-3	-3.7	-5	101	18	-4	99	-1
O=C(Cc1cccs1)N/N=C/C=C/c1ccccc1	-8	1	7.6	-5	129*	-11	-4	104	0
COc1ccccc1CNC(=O)c1nccnc1CO	16	5	0.4	-4	104	12	-2	104	2
Cc1c(CCOC(=O)c2ccccc2)sc[n+]1Cc1ccccc1	-2	-7	1.5	-3	98	7	6	98	0
CC(O)Cc1cn(CC(=O)N2CCNCC2)nn1 (centres undefined)	-5	nt	-0.9	-2	110	7	nt	106	5
CCOc1cc(-c2c(C#N)c(=O)[nH]c3c2c(C)nn3-c2ccc(F)cc2)ccc1O	4	20	0.5	-2	111	16	-29	108	2
CCOc1ccc(-c2nnc(N(CC)C(=O)C3CCC3)s2)cc1	-1	-2	1.1	0	105	-2	-11	106	5
CCOc1ccc(CCNC(=O)CCn2nc(C)c3c(C)n(-c4ccccc4)nc3c2=O)cc1	-2	-4	0.3	-7	102	-11	-56	103	3

Only MEKK2wt PB1 HTS and GalR3 antagonist (3 entries from above):
mol	MEKK2wt PB1 HTS	GalR3 antagonist
CCOc1ccc(CCNC(=O)CCn2nc(C)c3c(C)n(-c4ccccc4)nc3c2=O)cc1	103	-7
Cc1ccc(-c2[nH]ncc2/C=N/n2c(C)nc3ccccc3c2=O)cc1	100	-6
CCOc1ccc(-c2nnc(N(CC)C(=O)C3CCC3)s2)cc1	106	0

Reformatted: results already given.
Values in the order – SUMO HTRF inh, NS3 helicase inh, CRFR2-BP ag, GalR3 antagonist, MEKK3 PB1 HTS, CRFR2-BP antag, FID counter, MEKK2wt PB1 HTS, MEKK2 mut-MEK5
COc1ccc(-c2[nH]c(-c3ccc(F)cc3)nc2SCC(=O)NC2CCCC2)cc1
 : 4, 5, 4.4, nt, 100, -33, -16, 97, 5
OC1(c2cccc(C(F)(F)F)c2)CCN(c2ncnc3c2[nH]c2ccc(F)cc23)CC1
 : -28, -30, 4.3, -4, nt, -14, -4, nt, nt
NC(Cc1c[nH]c2ccccc12)C(=O)NCc1ccco1 (centres undefined)
 : 12, -1, 3.6, -7, 88, 10, 1, 96, -3
O=C(Nc1ccc(Cl)c(Cl)c1)Nc1nnc(-c2ccncc2)s1
 : 12, 15, -0.6, 2, 93, 11, -3, 64, 4
Cc1c(CCOC(=O)c2ccccc2)sc[n+]1Cc1ccccc1
 : -2, -7, 1.5, -3, 98, 7, 6, 98, 0
O=C1CSC(=S)N1Cc1cccnc1
 : 2, 9, -0.2, -3, 88, 16, -2, -3.0*, 5

(next part)
SMILES	SUMO HTRF inh	NS3 helicase inh	CRFR2-BP ag	GalR3 antagonist	MEKK3 PB1 HTS	CRFR2-BP antag	FID counter	MEKK2wt PB1 HTS	MEKK2 mut-MEK5
COCc1c(C(=O)N/N=C/c2c[nH]c3ccccc23)nnn1-c1nonc1N	2	-4	-0.2	-9	100	-7	-2	97	-2
COc1ccc(C(=O)NCc2c(CC(C)C)oc(C)c2C(=O)O)cc1	-2	11	-1.6	0	100	12	-34	100	15
COc1ccc(S(=O)(=O)N2CCc3ccccc32)cc1NC(C)=O	5	2	-0.1	-10	101	7	-7	94	-4
O=C(NCCC(c1ccccc1)c1ccccc1)c1cnccn1	-6	-1	-5.0	-2	103	2	-21	100	0
NS(=O)(=O)c1ccc(CCNC/C=C/c2ccccc2)cc1	15	-21	0.3	-12	106	-4	13	122	12
COc1ccc(CNC(=O)C(=O)NCC2OCCN2S(=O)(=O)c2ccccc2)cc1 (centres undefined)	-4	2	0.5	-4	101	-9	-25	98	1
CCOC(=O)C1CCCN(C(=O)c2cc(S(=O)(=O)Nc3ccccc3OC)ccc2C)C1 (centres undefined)	-10	-10	-1.5	-7	92	2	-27	94	-10
CCn1c(=O)c2cc(S(=O)(=O)NCc3ccccc3)ccc2n(CC)c1=O	20	0	-1.2	-3	108	7	-11	104	5
O=C(Nc1ccc(NC(=O)C2CC2)nc1)c1cccnc1	32	-1	-2.4	-7	106	7	1	106	4
CCCC(=O)N(c1ccc(OC)cc1)C1C=CS(=O)(=O)C1 (centres undefined)	6	-25	-0.9	-4	110	11	-3	107	8
COCCNC(=O)CSc1nc2ccccc2c(=O)n1CCC(=O)NCCc1ccc(OC)c(OC)c1	12	12	1.3	12	107	4	-24	103	4
O=C(NNC(=O)C1CCCN(c2ncccn2)C1)c1ccc(F)cc1 (centres undefined)	3	2	-1.2	2	103	-1	-2	103	3
O=C(NCc1n[nH]c(=S)n1-c1ccc(Cl)c(Cl)c1)c1cccs1	22	-1	-0.9	-6	104	-17	-9	99	2
COc1ccc(C(=O)NNC(=O)CSc2nc(C(C)C)nc3ccccc23)cc1	11	6	0.4	-6	103	-2	-30	99	1
COc1cccc(NC(=S)N/N=C2/CCCCc3ccccc32)c1	-47	-5	0.3	-5	105	1	-6	109	20
CCCc1cc(=O)oc2cc(C)cc(OCc3nn[nH]n3)c12	39	12	-0.3	2	86	7	-6	89	-11
CCOc1ccc(Cc2noc3c2C(=O)CCC3)cc1OCC	17	3	-0.4	1	108	-1	-13	108	-2
C=CCNC(=S)NNC(=O)c1cc(-c2cccnc2)nc2ccccc12	-4	3	0.2	-4	107	13	-21	111	6
CN(C)S(=O)(=O)c1ccc(C(=O)NNC(=O)C2COc3ccccc3O2)cc1 (centres undefined)	9	1	1.7	-3	86	5	-5	96	-9
COc1ccc(-n2nnnc2-c2cnc(N3CCCC3)nc2C(F)(F)F)cc1	-7	-20	9.2	-3	96	-18	-24	95	-1
O=C(COC(=O)c1cccs1)Nc1cccc(S(=O)(=O)N2CCOCC2)c1	-2	1	0.0	-5	96	-5	-6	112	7
CN(C)/C(CN1CCCCC1)=C1\N=C(c2ccccc2)OC1=O	-6	-1	1.0	nt	98	7	-2	104	5
CCOc1ccc(C2NC(=O)NC(C)=C2[N+](=O)[O-])cc1OC (centres undefined)	20	-1	0.9	-7	85	22	-2	89	-21
O=C(Nc1ccccc1F)C(=Cc1sc(N2CCOCC2)nc1-c1ccccc1)C(=O)Nc1ccccc1F	36	10	17	-3	100	-35	-8	105	11
Cc1ccccc1N=C1NC(=O)C(CO)(CO)S1	20	-14	-1.1	-10	107	-2	-3	111	6
SMILES	SUMO HTRF inh	NS3 helicase inh	CRFR2-BP ag	GalR3 antagonist	MEKK3 PB1 HTS	CRFR2-BP antag	FID counter	MEKK2wt PB1 HTS	MEKK2 mut-MEK5
Cc1ccnc(NS(=O)(=O)c2ccc(NC(=O)C3CCCO3)cc2)n1 (centres undefined)	28	3	-0.8	-1	104	4	-4	104	1
O=C(O)COc1c(-c2ccco2)oc2ccccc2c1=O	22	5	0.8	-3	102	-11	-3	88	-10
Cc1ccc(CSCC(=O)Nc2ccccc2C(=O)O)cc1	25	11	0.4	-4	109	-2	-12	109	8
C/C(=N\NC(=O)c1ccc(O)cc1)c1cccc(NC(=O)c2ccccc2C)c1	3	-2	-0.9	1	103	-6	-22	109	10
CC/C(=N\NC(=S)Nc1ccc(OC)cc1)c1ccc(OC(F)F)cc1	10	-5	-0.5	-9	108	-1	-1	120	17
Cc1ccc2[nH]c(-c3ccccc3)c(CN(C)C)c(=O)c2c1	35	11	-3.4	-3	97	8	-1	101	6
CCc1ccccc1NCC(=O)Nc1ccc(Cl)c(C(F)(F)F)c1	-15	-11	-0.7	-3	100	2	-4	110	-1
C=CCSc1nc2sc3c(c2c(=O)n1CC)CCc1ccccc1-3	-4	3	-1.7	-2	95	-1	-6	95	-1
COc1cccc(/C=N\NC(=O)c2sc(N)nc2C)c1OC	20	-3	-1.6	-2	105	-10	-5	108	12
O=[N+]([O-])c1c(NCc2ccco2)ccc2nonc12	46	25	-1.2	-3	80	23	2	79	-11
CC(=O)c1ccc(NS(=O)(=O)c2ccc3c(c2)N(C)CCO3)cc1	14	23	-0.2	-7	100	11	-2	100	-5
Clc1ccc(SCc2cc(-c3ccc(Cl)cc3)on2)cc1	1	1	4.1	-1	116	10	0	115	10
CC1CN(C(=O)CCC(=O)NC2CCN(Cc3ccccc3)CC2)c2ccccc2O1 (centres undefined)	17	-5	0.3	nt	103	11	3	107	2

Source: PubChem

These rows are one share of the data. The share of hits here may be higher or lower than overall.
